# Screening data: PubChem, Southern Research Specialized Biocontainment Screening Center
# M. tuberculosis – growth inhibition of non-replicating M. tuberculosis (AID 488890); actives 0.39% (n = 320,000); inhibition, % at 25 µM, or IC50 in µM where a hit was titrated; Mycobacterium tuberculosis non-replicating, growth inhibition; higher % means a stronger effect; in the data active = a potency from the dose series; inconclusive = inhibition mostly from about 82% at the one dose, without a potency; inactive = the rest, 99 in 100 with inhibition below about 76%;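 note: plate controls were DMSO cells for no effect and high antibiotic wells for full effect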
# H1N1 NS1A inhibition – H1N1 influenza NS1A inhibitors, functional cell based assay (AID 504329); NS1A functional cell-based assay, percent inhibition; higher % means a stronger effect; one-dose inhibition, % at 12.5 µM; IC50 in µM for titrated hits; actives 0.3% (n = 340,000); in the data active = a potency from the dose series; inconclusive = inhibition above about 27% without an active follow-up result; note: strong numbers were not always called active
# inhibitors of VEEV – inhibitors of VEEV TC-83 cytopathic effect, confirmation, Vero cells (AID 588727); Vero cells, VEEV TC-83 cytopathic effect inhibition; higher % means a stronger effect; actives 0.13% (n = 350,000); inhibition, % at 20 µM, or IC50 in µM where a hit was titrated; in the data active = a potency from the dose series; inconclusive = inhibition mostly from about 14% at the one dose, without a potency; inactive = the rest, 99 in 100 with inhibition below about 12%; note: strong numbers were not always called active
# M. tuberculosis HTS – M. tuberculosis growth inhibition, HTS (AID 449762); actives 0.59% (n = 330,000); one-dose inhibition, % at 25 µM; IC50 in µM for titrated hits; M. tuberculosis H37Rv growth inhibition, 7H9 media; higher % means a stronger effect; in the data active = a potency from the dose series; inconclusive = inhibition above about 70% without an active follow-up result;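 note: bacterial growth assessed after seven days of incubation; strong numbers were not always called active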
# PhoP GFP inhibition – PhoP regulon inhibitors, Salmonella typhi PhoP promoter GFP reporter, confirmatory (AID 1850); Salmonella Typhi PhoP-promoter GFP reporter, fluorescence, 4 h; higher % means a stronger effect; one-dose inhibition, % at 50 µM; IC50 in µM for titrated hits; actives 0.33% (n = 310,000); in the data active = a potency from the dose series; inconclusive = inhibition mostly from about 25% at the one dose, without a potency; inactive = the rest, 99 in 100 with inhibition below about 19%;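 note: 0% = induced wells with vehicle and 100% = uninduced wells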
# inhibitors of VEEV 10K pilot screen – recorded beside inhibitors of VEEV, whose call it bears; inhibition, %; measured here: 10K pilot screen inhibition
# An asterisk follows results filed as active; i = inactive; ? = inconclusive; · = no result given; & = joins results of further samples.
SMILES,M. tuberculosis,H1N1 NS1A inhibition,inhibitors of VEEV,M. tuberculosis HTS,PhoP GFP inhibition,others
CC(=O)Nc1ccc(NC(=O)Nc2cc(C)cc(C)c2)cc1,-12%,·,2.3%,-5%,-1%,
O=C(COC(=O)c1ccc(F)cc1F)Nc1cc(S(=O)(=O)N2CCOCC2)ccc1Cl,·,-9%,7.9%,·,·,
Cc1csc(N2CCCC2c2nc3cc(Cl)c(N4CCCCC4)cc3n2CCOCCO)n1 (stereo unspecified),5%,5%,0.0%,-1%,-21%,
O=C(CCCc1ccccn1)c1cccc2ccccc12,·,0%,1.8%,·,·,
Cc1ccc(C(=O)NCCc2nnc3ccc(SCC(=O)Nc4ccc(C)cc4C)nn23)cc1,21%,-7%,1.4%,-4%,-4%,inhibitors of VEEV 10K pilot screen=1.1
CC(C)(C)c1ccc(C(=O)NC(=O)COC(=O)CCS(=O)(=O)c2ccccc2)cc1,22%,-1%,2.0%,11%,·,
O=C(N/N=C/c1cccc(O)c1)c1ccc2c(c1)OCCO2,22%,0%,3.7%,4%,1%,
Cc1ccc(N2CC(C(=O)NCCS(=O)(=O)N3CCN(c4ccccc4)CC3)CC2=O)cc1 (stereo unspecified),-18%,-2%,2.3%,1%,1%,
CC12CCC(=O)C=C1CC(N1CC1)C1C2CCC2(C)C(O)CCC12 (stereo unspecified),·,0%,i,·,·,
CCSc1nc(N2CCCCC2)c2c(c1C#N)CCCC2,4%,-24%,0.6%,22%,-14%,
CSc1ncccc1C(=O)OCC(=O)N1CCOCC1,5%,5%,i,-6%,18%,
CC1(C)CC(=O)c2cnc(N3CCc4ccccc43)nc2C1,9%,-18%,2.1%,8%,-3%,
COC(=O)c1cccc(C(=O)Oc2cccc(Br)c2)n1,14%,2%,2.5%,-7%,4%,
COc1ccccc1Cn1cnc2cccnc21,17%,17%,1.4%,-7%,10%,
C=CCn1c(SCC2CCCCO2)nc2sc(CC)cc2c1=O (stereo unspecified),2%,10%,i,7%,8%,

# Two neighbouring compounds from above, for reference:
SMILES,M. tuberculosis,H1N1 NS1A inhibition,inhibitors of VEEV,M. tuberculosis HTS,PhoP GFP inhibition,others
COc1ccccc1Cn1cnc2cccnc21,17%,17%,1.4%,-7%,10%,
C=CCn1c(SCC2CCCCO2)nc2sc(CC)cc2c1=O (stereo unspecified),2%,10%,i,7%,8%,

# Returning to the listing, starting two compounds before the break.
SMILES,M. tuberculosis,H1N1 NS1A inhibition,inhibitors of VEEV,M. tuberculosis HTS,PhoP GFP inhibition,others
COc1ccccc1Cn1cnc2cccnc21,17%,17%,1.4%,-7%,10%,
C=CCn1c(SCC2CCCCO2)nc2sc(CC)cc2c1=O (stereo unspecified),2%,10%,i,7%,8%,
S=C(NNc1nc(Nc2ccccc2)nc(N2CCCCC2)n1)NC1CCCCC1,?,-5%,3.1%,?,1%,
COc1ccccc1NC(=O)C1=C(C)N(c2ccccc2)C(=S)NC1c1cccc(C(F)(F)F)c1 (stereo unspecified),13%,-1%,i,5%,-9%,
CCCC/S(CC1CC1(Cl)Cl)=N\S(=O)(=O)c1ccc(C)cc1 (stereo unspecified),2%,-7%,2.5%,-3%,-8%,
COc1ccc(C2N(C(C)=O)CCN2S(=O)(=O)c2ccc(C)cc2)cc1 (stereo unspecified),11%,-2%,0.3%,0%,-6%,
CC(C)c1ccc(NC(=O)COC(=O)COc2ccccc2)cc1,40%,0%,0.2%,1%,-7%,
Cc1csc(=O)n1CC(=O)OCc1cccc2ccccc12,-3%,-2%,i,4%,-3%,
COc1ccc(/C=N/NC(=O)C(=O)N2CCCCCC2)cc1,-9%,11%,0.8%,0%,-2%,
COc1ccc(/C=N/NC(=O)c2ccc3nc[nH]c3c2)c(OC)c1,0%,6%,1.6%,0%,0%,
O=C(NCC1COc2ccccc2O1)c1ccc(Cl)c(S(=O)(=O)N2CCCC2)c1 (stereo unspecified),17%,-5%,4.0%,-12%,·,
COc1cccc(N=CC=C2OC(C)(C)C(C)(C)O2)c1,13%,-13%,4.2%,?,-5%,
Cc1cc(NC(=O)COc2ccc(C(C)(C)C)cc2)no1,·,-21%,1.8%,·,·,
O=C(COC(=O)/C=C/c1ccccc1)NNC(=O)c1ccccc1F,·,-7%,1.9%,·,·,
Cc1ccc(NC(=O)CN2CCCC2)cc1,-10%,-3%,i,7%,-4%,
CCOc1ccc(OCCCC(=O)NCCOc2ccccc2OC)cc1,22%,7%,4.2%,-6%,-10%,
CC(C)[C@H](NC(=O)c1ccccc1F)C(=O)OCC(=O)Nc1sccc1C(N)=O,15%,-7%,3.3%,1%,·,
COCCn1nnnc1C(c1cc2cc(OC)ccc2[nH]c1=O)N1CCC(Cc2ccccc2)CC1 (stereo unspecified),32%,13%,2.1%,89µM*,1%&-9%,
COc1ccc(CNC(=O)C(=O)NCC2OCCN2S(=O)(=O)c2ccc(F)cc2)cc1 (stereo unspecified),8%,-6%,6.4%,7%,-3%,
Cc1cc(S(=O)(=O)NCCCN2CCOCC2)c(C)cc1Cl,-12%,-1%,0.3%,1%,-10%,
CC(C)NCC(O)COC1C2CC3CC(C2)CC1C3 (stereo unspecified),0%,-2%,0.3%,3%,-3%,
O=C(c1ccncc1)N1CCN(S(=O)(=O)c2ccccc2Br)CC1,-10%,-9%,2.3%,-6%,·,
CCN1CCCC1CNC(=O)C1c2ccccc2C(=O)N(CCOC)C1c1ccc(F)cc1 (stereo unspecified),14%,8%,0.1%,-1%,-15%,
CCN(Cc1ccc(O)cc1)CC1CCCN(CCc2cccc(F)c2)C1 (stereo unspecified),11%,1%,0.3%,-6%,15%,
Cc1ccc(S(=O)(=O)N2CCSC2=Nc2ccccc2)cc1,18%,·,·,-5%,12%,
Cc1ccc(C(=O)N/C(=C\c2cn(C)c3ccccc23)C(=O)NCCN2CCOCC2)cc1,-8%,4%,1.4%,7%,6%,
Cc1cc(C)c(NC(=O)CN2CCN(c3ccccn3)CC2)c(C)c1,10%,-6%,0.5%,4%,-9%,
COc1ccc(/C=N/N(Cc2ccccc2)c2ccccc2)cc1O,2%,1%,1.9%,16%,-26%,
Cc1nnc(SCCCN2C(=O)c3ccccc3C2=O)o1,13%,-3%,0.8%,-1%,-4%,
COc1ccc(OC)c(CC(=O)Nc2cc(S(=O)(=O)N3CCCCC3)ccc2C)c1,45%,5%,i,-6%,·,
O=C(N/N=C/c1cccnc1)c1[nH]ncc1Br,0%,-3%,1.7%,-4%,11%,
CCSc1nc2cc(S(=O)(=O)N3CCOCC3)ccc2o1,?,-11%,6.2%,?,·,

# Of the compounds above, nine contain four or more nitrogen atoms:
SMILES,M. tuberculosis,H1N1 NS1A inhibition,inhibitors of VEEV,M. tuberculosis HTS,PhoP GFP inhibition,others
Cc1csc(N2CCCC2c2nc3cc(Cl)c(N4CCCCC4)cc3n2CCOCCO)n1 (stereo unspecified),5%,5%,0.0%,-1%,-21%,
Cc1ccc(C(=O)NCCc2nnc3ccc(SCC(=O)Nc4ccc(C)cc4C)nn23)cc1,21%,-7%,1.4%,-4%,-4%,inhibitors of VEEV 10K pilot screen=1.1
Cc1ccc(N2CC(C(=O)NCCS(=O)(=O)N3CCN(c4ccccc4)CC3)CC2=O)cc1 (stereo unspecified),-18%,-2%,2.3%,1%,1%,
S=C(NNc1nc(Nc2ccccc2)nc(N2CCCCC2)n1)NC1CCCCC1,?,-5%,3.1%,?,1%,
COc1ccc(/C=N/NC(=O)c2ccc3nc[nH]c3c2)c(OC)c1,0%,6%,1.6%,0%,0%,
COCCn1nnnc1C(c1cc2cc(OC)ccc2[nH]c1=O)N1CCC(Cc2ccccc2)CC1 (stereo unspecified),32%,13%,2.1%,89µM*,1%&-9%,
Cc1ccc(C(=O)N/C(=C\c2cn(C)c3ccccc23)C(=O)NCCN2CCOCC2)cc1,-8%,4%,1.4%,7%,6%,
Cc1cc(C)c(NC(=O)CN2CCN(c3ccccn3)CC2)c(C)c1,10%,-6%,0.5%,4%,-9%,
O=C(N/N=C/c1cccnc1)c1[nH]ncc1Br,0%,-3%,1.7%,-4%,11%,

# The results go on.
SMILES,M. tuberculosis,H1N1 NS1A inhibition,inhibitors of VEEV,M. tuberculosis HTS,PhoP GFP inhibition,others
COC(=O)Nc1cccn(Cc2c(Cl)cccc2Cl)c1=O,17%,6%,i,15%,-8%,
O=C(Nc1ccccc1F)Nc1cc(Cl)ccc1-n1cncn1,-3%,1%,i,9%,2%,
O=C(Nc1sc2c(c1C(=O)c1ccccc1)CCCC2)c1cccnc1,0%,-1%,0.8%,5%,-8%,
c1cncc(CNc2ncnc3sc4c(c23)CCCC4)c1,10%,-3%,1.5%,1%,5%,
NS(=O)(=O)c1ccc(CCNC(=O)CN2C(=O)NC(c3ccccc3)(c3ccccc3)C2=O)cc1,29%,-17%,2.3%,4%,·,
COCC(=O)Nc1nnc(Cc2ccc(OC)cc2)s1,2%,3%,0.1%,-10%,3%,
NS(=O)(=O)c1ccc(CCNC(=O)C(=O)NCC2OCCN2S(=O)(=O)c2cc(F)ccc2F)cc1 (stereo unspecified),3%,6%,0.2%,-5%,-2%,
COc1ccc(N(CC(=O)NCc2ccco2)S(=O)(=O)c2c(C)nn(C)c2C)cc1,-11%,0%,i,-10%,5%,
Cc1ccc(CN2C(=O)CSC2c2ccc(F)cc2)cc1 (stereo unspecified),17%,-7%,0.5%,-3%,15%,
Cc1ccc(O)c([C@H](CCN(C(C)C)C(C)C)c2ccccc2)c1,18%&11%,7%&0%,1.0%,-3%&5%,8%&-7%,
COc1cc(/C=N\Nc2ccc([N+](=O)[O-])cn2)ccc1OCC(=O)O,13%,·,·,-2%,-1%,
O=C(Nc1cccc(-c2nc3ccccc3s2)c1)C1=COCCO1,44%,-2%,8.2%,2%,-6%,
O=C(NCCO)C1(c2ccccc2)CCCC1,-11%,-5%,1.2%,0%,10%,
O=c1c2ccccc2c2ccccc2c(=O)n1Cc1ccco1,12%,7%,i,-10%,4%,
Cc1ccc(C)c(N2N=C(C(=O)Nc3ccc(N4CCOCC4)cc3)CCC2=O)c1,·,-1%,7.6%,·,·,
O=C(CN1C(=O)CCC1=O)NC(=O)NC1CCCC1,1%,-10%,1.0%,-6%,-1%,
Cc1nn(-c2ccccc2)c2c1CC(=O)Nc1ccccc1-2,·,10%,13%,·,·,
CC1CCN(C2CC(=O)N(c3ccc(Br)cc3Br)C2=O)CC1 (stereo unspecified),53%,-4%,0.7%,-14%,2%,
CCc1ccc[n+](-c2nc3ccccc3nc2C(=C=[N-])C#N)c1,1%,-6%,4.8%,4%,-2%,
Cc1ccc(C)c(OCC(=O)Nc2ccc(S(=O)(=O)Nc3onc(C)c3C)cc2)c1,0%,1%,1.3%,0%,12%,
O=C(CN1CCOCCOCCOCCOCC1)Nc1ccccc1,-4%,4%,1.2%,-2%,-5%,
C=C(C)C1CCC(C)=C1CC(C)(C)/C=N\n1cnnc1 (stereo unspecified),18%,-5%,i,6%,-2%,
CN(CCCNC(=O)C1CCN(S(=O)(=O)N2CCC3(CC2)OCCO3)CC1)Cc1ccccc1,1%,-8%,0.5%,3%,0%,
CCOC(=O)c1c(C)[nH]c(C(=O)C(C)Sc2ccc(Cl)cc2)c1C (stereo unspecified),6%,-4%,5.9%,7%,4%,
O=C(CN1C(=O)c2cccc3cccc1c23)N1CCN(c2ccc(F)cc2)CC1,-5%,11%,i,-4%,6%,
CN(CC(=O)O)S(=O)(=O)c1ccc2oc3ccccc3c2c1,-3%,-6%,0.8%,-1%,-4%,
COc1ccc(CN(C)C(=O)COC(=O)c2c(-c3ccccc3Cl)noc2C)cc1,48%,-4%,1.1%,-1%,0%,
